PAFAH2 inh: PAFAH2 enzyme inhibitors, primary screen, biochemical, fluorescence polarization, human. Platelet-activating factor acetylhydrolase 2, cytoplasmic (Homo sapiens), Q99487. recombinant PAFAH2, FP-rhodamine activity probe. inhibition, % at 3.39 µM. 340,000 tested, 0.99% active;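 active means inhibition above the mean over all tested compounds plus 3 SD, cut at about 30% in these data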;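 further: inhibitors block probe labeling of enzyme so polarization drops; 0% = enzyme with DMSO and 100% = wells lacking PAFAH2 protein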
LYPLA2 inh: LYPLA2 inhibitors, primary screen, counter-screen for PME1 inhibitor project, biochemical, fluorescence polarization, FP-Rh probe ABPP | inhibition, % at 5.9 µM | recombinant LYPLA2 | Acyl-protein thioesterase 2 (Homo sapiens), O95372 | 320,000 tested, 0.38% active;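 active means inhibition above the screen-wide mean plus 3 SD, limit set per campaign, cut at about 26% in these data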;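 further: 0% = LYPLA2 with DMSO and 100% = wells lacking LYPLA2 enzyme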
LYPLA1 counter: LYPLA1 inhibitors, primary screen, counter-screen for PME1 inhibitor project, biochemical, fluorescence polarization, FP-Rh probe ABPP; 320,000 tested, 0.16% active; inhibition, % at 5.9 µM; recombinant LYPLA1; Acyl-protein thioesterase 1 (Homo sapiens), O75608;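 active means inhibition above the mean of all tested compounds plus 3 SD, set per campaign, cut at about 14% in these data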;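 further: inhibitors block serine hydrolase probe labeling of LYPLA1 so polarization falls; 0% = enzyme with DMSO and 100% = wells lacking LYPLA1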
Target sequence (O75608 whole entry, looked up): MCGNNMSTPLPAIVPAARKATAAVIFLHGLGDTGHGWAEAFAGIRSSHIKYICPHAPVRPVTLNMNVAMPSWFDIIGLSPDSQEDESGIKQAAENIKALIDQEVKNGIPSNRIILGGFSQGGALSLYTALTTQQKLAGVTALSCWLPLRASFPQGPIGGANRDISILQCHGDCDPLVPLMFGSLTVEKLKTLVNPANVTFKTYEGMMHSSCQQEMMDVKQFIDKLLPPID
PAFAH1B2 inh: PAFAH1B2 enzyme inhibitors, primary screen, biochemical, fluorescence polarization, human; inhibition, % at 3.39 µM; recombinant PAFAH1B2, FP-rhodamine activity probe; 340,000 tested, 1.2% active; AID 492953, 2010; Platelet-activating factor acetylhydrolase IB subunit alpha2 (Homo sapiens), P68402;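 active means inhibition above the mean of all tested compounds plus 3 SD, cut at about 24% in these data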;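 further: 0% = enzyme with DMSO and 100% = wells lacking PAFAH1B2; many of its hits are not listed in these tables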
PREPL inh: PREPL enzyme inhibitors, primary screen, biochemical, fluorescence polarization. Prolyl endopeptidase-like (Homo sapiens), Q4J6C6. recombinant PREPL, fluorescence polarization activity-based probe. inhibition, % at 5.96 µM. 320,000 tested, 0.68% active. AID 2751, 2010; in the data active means inhibition above about 43%;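 further: 0% = enzyme with DMSO and 100% = wells lacking enzyme; many of its hits are not listed in these tables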
Target sequence (Q4J6C6 whole entry, looked up): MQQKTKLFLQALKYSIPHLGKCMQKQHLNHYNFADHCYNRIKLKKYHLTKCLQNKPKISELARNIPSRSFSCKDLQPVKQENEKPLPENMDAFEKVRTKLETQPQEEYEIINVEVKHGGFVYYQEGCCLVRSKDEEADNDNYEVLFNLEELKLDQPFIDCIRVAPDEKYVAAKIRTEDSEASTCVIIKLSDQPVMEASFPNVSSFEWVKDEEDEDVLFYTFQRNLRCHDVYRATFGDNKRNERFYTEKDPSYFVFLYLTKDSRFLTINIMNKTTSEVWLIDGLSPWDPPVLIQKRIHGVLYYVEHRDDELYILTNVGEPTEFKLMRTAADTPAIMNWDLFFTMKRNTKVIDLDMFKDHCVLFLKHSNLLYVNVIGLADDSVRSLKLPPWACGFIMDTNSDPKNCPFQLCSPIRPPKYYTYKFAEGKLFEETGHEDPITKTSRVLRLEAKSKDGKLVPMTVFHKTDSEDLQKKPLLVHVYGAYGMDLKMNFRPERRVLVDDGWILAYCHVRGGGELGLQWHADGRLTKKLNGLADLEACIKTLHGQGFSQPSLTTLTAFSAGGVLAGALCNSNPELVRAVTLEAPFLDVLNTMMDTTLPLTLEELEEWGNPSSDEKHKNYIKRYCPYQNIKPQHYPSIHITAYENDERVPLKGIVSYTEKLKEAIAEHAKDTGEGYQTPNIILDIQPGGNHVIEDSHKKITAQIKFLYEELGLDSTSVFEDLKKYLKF
PAFAH1B3 inh: PAFAH1B3 enzyme inhibitors, primary screen, biochemical, fluorescence polarization, human. inhibition, % at 3.39 µM. recombinant PAFAH1B3, FP-rhodamine probe. AID 492972, 2010. Platelet-activating factor acetylhydrolase IB subunit alpha1 (Homo sapiens), Q15102. 340,000 tested, 0.28% active;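 active means inhibition above the screen-wide average of all tested compounds plus 3 SD, cut at about 25% in these data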;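 further: 0% = enzyme with DMSO only and 100% = wells lacking PAFAH1B3 protein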
pPAFAH FP inh: pPAFAH enzyme inhibitors, primary screen, biochemical, fluorescence polarization, human; recombinant pPAFAH, FP-rhodamine probe fluorescence polarization; inhibition, % at 3.39 µM; 330,000 tested, 1.5% active; Platelet-activating factor acetylhydrolase (Homo sapiens), Q13093;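 active means inhibition above the mean inhibition across the screen plus 3 SD, cut at about 25% in these data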;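 further: inhibitors block binding of the rhodamine activity-based probe so polarization drops; 0% = enzyme with DMSO and 100% = wells lacking pPAFAH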
EBNA-1 inh: EBNA-1 DNA-binding inhibitors, primary screen, biochemical, fluorescence polarization; 300,000 tested, 0.34% active; inhibition, % at 14.8 µM; in the data active means inhibition above about 28%
ZTA counter: counter-screen for EBNA-1 inhibitors: inhibitors of Epstein-Barr virus ZTA. inhibition, % at 11 µM. 320,000 tested, 0.15% active. ZTA-DNA binding, fluorescence polarization; in the data active means inhibition above about 33%
* = called active by the depositor; nt = no result given. A portion of the library, so the mix of outcomes need not match the whole.

SMILES	PAFAH2 inh	LYPLA2 inh	LYPLA1 counter	PAFAH1B2 inh	PREPL inh	PAFAH1B3 inh	pPAFAH FP inh	EBNA-1 inh	ZTA counter
CC(C)C[C@H](NC(=O)c1nc[nH]c1C(=O)NC(c1ccccc1)c1ccccc1)C(=O)OCc1ccccc1	-12	-9	-7	0	11	-5	2	10	1
Cc1ccc(N2CC(C(=O)NCc3ccc4c(c3)OCO4)CC2=O)cc1C (centres undefined)	4	-4	1	1	0	4	7	2	1
O=C(Nc1ccccc1F)C1CCCC1	2	1	-2	5	14	6	-1	-5	-1
COc1cccc(C(=O)/C=C/Nc2ccc(S(=O)(=O)Nc3cc(OC)nc(OC)n3)cc2)c1	-3	3	-3	-2	-18	6	-1	0	7
O=C(NCCO)c1cc2ccccc2c(=O)s1	4	9	3	1	-26	4	-2	-13	-12
CCN(CC(=O)NCc1ccc(Cl)cc1)Cc1cc(=O)n2ccsc2n1	1	3	2	2	1	7	-4	7	-6
O=C(Nc1ccccc1)C1CC(O)CN1S(=O)(=O)c1ccc([N+](=O)[O-])cc1 (centres undefined)	-1	2	2	6	6	-2	1	-5	24
O=C(Nc1ccc(F)c(Cl)c1)Nc1ccc(Cl)cn1	-6	2	-2	1	0	1	0	6	-13
Cc1ccccc1C(=O)c1cccn1CC(=O)NC(C)CCc1ccccc1 (centres undefined)	-7	-6	0	13	9	4	5	-1	4
CC(C)c1ccc(C(=O)NCCCN2CCOCC2)cc1	-3	-4	1	1	9	4	1	-8	-6
Cc1cc(C)cc(N(C(=O)c2nsc(Cl)c2Cl)C(C(=O)NC2CCCC2)c2ccc(O)cc2)c1 (centres undefined)	-6	0	-2	-2	8	1	8	4	-6
Fc1ccc(NC(=S)N2CCn3cccc3C2c2cccnc2)cc1 (centres undefined)	-3	1	1	5	8	5	0	7	0
Cc1ccc(S(=O)(=O)CCC(=O)Nc2nnc(-c3ccc(F)cc3)o2)cc1	-3	-3	-2	5	3	0	3	12	-1
Cc1ccc(NC(=O)CN(C)CC(=O)Nc2ccccc2Oc2ccccc2)cc1	-2	-1	-1	7	-9	12	-1	-13	9
Cc1cccc(N2CCN(C(=O)c3cccc(NC4=NC5CS(=O)(=O)CC5S4)c3)CC2)c1C (centres undefined)	-2	0	2	2	22	3	4	-6	-5
COc1ccc(/C=N/NC(=O)c2cc(-c3ccccc3)nc3ccccc23)c(C(=O)O)c1OC	-2	-21	-8	8	4	2	-3	15	6
O=C(COc1ccc(F)cc1)Nc1ccc(-n2cnnn2)cc1	-2	11	3	9	-3	7	0	0	-12
Cc1ccc(NC(=O)NCc2ccc3[nH]c(C)cc3c2)cc1	2	-5	-9	3	11	9	9	-11	-12
CCCCCNc1nc(-c2ccccc2)cs1	nt	-4	-4	nt	70*	nt	0	0	-6
O/N=C(\c1ccccc1)c1nccc2ccccc12	4	13	5	3	0	0	11	-5	-12
COc1ccc(-c2c(C)cc3oc(=O)cc(-c4ccccc4)c3c2C)cc1	-3	nt	nt	3	nt	0	10	nt	nt
CC(Nc1ccccc1)c1cccnc1 (centres undefined)	5	0	4	5	10	6	0	2	-12
CCC(=O)N(Cc1cc2ccc(C)cc2n2nnnc12)C1CCCCC1	-9	5	4	0	9	1	3	-5	-12
S=c1[nH]nc(-c2ccc(Br)cc2)n1-c1ccc(Br)cc1	3	-3	-2	13	-2	5	5	8	14
CCCN(CC(=O)Nc1ccc(Cl)cc1Cl)C(=O)/C=C/c1cccc([N+](=O)[O-])c1	3	-1	-6	3	12	13	-2	9	14
CC(=O)/C(=N\Nc1ccccc1)Sc1cccc2cccnc12	-4	3	-4	-1	-12	-1	5	-12	-10
Cc1ccc(S(=O)(=O)N2CCOCC2)cc1NC(=O)COC(=O)c1ccccc1OCc1c(C)noc1C	9	1	-3	-2	3	4	6	10	10
O=C(NCc1cccs1)c1cc(-c2ccccc2)nc2ccccc12	4	-12	-10	1	-6	1	1	2	9
Cc1ccc(NC(=O)Cn2ccc(=O)[nH]c2=O)cc1	-1	-2	2	4	-1	10	2	-13	-11
COc1cccc(CNc2nc3nc(C)cc(C)n3n2)c1	3	4	0	-9	13	-4	-4	0	-7
NC1=NS(=O)(=O)NC1c1ccc(F)cc1 (centres undefined)	3	-2	-1	4	-2	6	4	0	-4
c1csc(-c2noc(CN3CCc4sccc4C3)n2)c1	3	2	1	9	1	3	-2	6	-12
COC(=O)c1c(C(=O)OC)c(-c2ccc(OC)cc2)n2c1CCC2	9	0	0	1	-1	3	0	6	-1
CCN(c1cccc(C)c1)S(=O)(=O)c1ccc2[nH]c(=O)c(=O)[nH]c2c1	-6	1	1	14	3	6	4	0	-7
Cc1cc(NC(=O)CSc2nnc(C3CC3)n2-c2ccccc2)no1	-5	1	0	1	7	4	4	-3	-27
CC(C)Cc1nnc(NC(=O)CCC(=O)NC2CC2)s1	3	0	-6	3	5	5	-2	-12	-10
O=C(N/N=C/C(Br)=C/c1ccccc1)c1ccncc1	3	1	-3	3	11	1	-3	-4	-11
COc1ccc(C(C)=O)cc1COc1cc(C)c(Cl)c(C)c1	nt	4	-2	nt	8	nt	1	-1	-17
CCn1c(SCC(=O)N2CCCC2)nnc1-c1ccc(S(=O)(=O)N2CCCCCC2)cc1	7	4	5	6	2	4	5	5	4
Cn1c(=O)c2c(nc(CN3CCN(C(=O)c4ccco4)CC3)n2Cc2cccc(Cl)c2)n(C)c1=O	7	-4	-4	1	3	3	-2	4	3
COc1cc(OC)c(NC2=CC(=O)C(=O)c3ccccc32)cc1Cl	12	10	3	10	16	42*	12	-4	-10
Cc1cc(C)cc(NC(=S)N2CCC(NC(=O)C3CC3)CC2)c1	-2	0	2	0	-2	-1	3	-7	1
COc1ccc(C(=O)Nc2ccc(Cl)cc2C(=O)NCc2ccco2)cc1	-9	4	1	-2	-14	-2	-3	19	-17
COc1ccc(S(=O)(=O)N2CCOCC2)cc1NC(=O)c1ccccc1C	5	0	-1	-2	7	7	4	-1	-12
CC(C)OC(=O)CSc1nnc(-c2ccco2)n1N	11	8	0	-2	4	11	2	-15	-11
O=C(CN1C(=O)c2ccccc2C1=O)OCC(=O)N1CCN(c2ccccc2)CC1	2	4	3	4	-1	2	7	1	6
COc1ccc(C2=NN(C(=S)Nc3ccccc3)C(c3ccccc3)C2)cc1 (centres undefined)	1	-2	-7	0	7	8	2	-6	-4
O=C(Cc1ccc([N+](=O)[O-])cc1)Nc1ccc2c(c1)C(=O)NC2=O	0	-1	0	-1	-4	-5	-13	-5	-4
O=C(CS(=O)(=O)c1ccc(F)cc1)Nc1nnc(-c2cccs2)o1	11	2	-2	4	-10	2	2	-2	-6
O=C(Nc1ncnc2sc3c(c12)CCCCC3)c1ccco1	-3	2	-2	4	-11	4	1	-6	-8

Among those listed so far, these have an aryl thioether with sulfur outside any ring:
SMILES	PAFAH2 inh	LYPLA2 inh	LYPLA1 counter	PAFAH1B2 inh	PREPL inh	PAFAH1B3 inh	pPAFAH FP inh	EBNA-1 inh	ZTA counter
Cc1cc(NC(=O)CSc2nnc(C3CC3)n2-c2ccccc2)no1	-5	1	0	1	7	4	4	-3	-27
CCn1c(SCC(=O)N2CCCC2)nnc1-c1ccc(S(=O)(=O)N2CCCCCC2)cc1	7	4	5	6	2	4	5	5	4
CC(C)OC(=O)CSc1nnc(-c2ccco2)n1N	11	8	0	-2	4	11	2	-15	-11

(more compounds)
SMILES	PAFAH2 inh	LYPLA2 inh	LYPLA1 counter	PAFAH1B2 inh	PREPL inh	PAFAH1B3 inh	pPAFAH FP inh	EBNA-1 inh	ZTA counter
CCC1=NN(C(=O)c2cccc([N+](=O)[O-])c2)C(O)(c2ccc(C)cc2)C1 (centres undefined)	0	-3	1	-4	5	3	6	6	-4
C=CCN1C(=O)/C(=C2/Sc3ccc(OC)cc3N2C)SC1=NCc1ccccc1	2	1	1	2	7	1	-1	-15	-10
CSc1ccccc1C(=O)N1CCCC(CNC(=O)c2ccc(F)cc2)C1 (centres undefined)	1	-5	-3	-2	-8	3	-1	-6	-5
CCOc1ccc(NC(=O)CC2C(=O)NCCN2C(=O)c2ccc(Cl)cc2)cc1 (centres undefined)	-5	-2	-1	1	1	-2	-6	-11	0
CC(=O)Nc1ccc(S(=O)(=O)NCc2ccc(C(=O)NC(C)c3ccccc3)cc2)cc1 (centres undefined)	1	-3	-3	4	6	2	9	3	-11
CCOCCCNS(=O)(=O)c1ccc(NC(=O)N2c3ccccc3Sc3ccccc32)cc1	-4	-1	-7	10	5	9	8	0	-2
CCCNC(=O)CN(C1CCCCC1)S(C)(=O)=O	5	-6	-2	3	-2	11	4	-19	-7
O=C(NCc1ccccc1)c1cc(-c2ccncc2)nc2ccc(S(=O)(=O)N3CCOCC3)cc12	15	-1	1	-1	-1	1	-3	-2	5
O=C(c1ccco1)N1c2ccccc2Sc2ccccc21	2	-8	0	7	-4	1	7	-1	7
CCOC(=O)C1CCCN(C(=O)CCNS(=O)(=O)c2cc(Br)cnc2N)C1 (centres undefined)	-3	6	0	1	3	3	1	3	8
COc1cccc(-n2nnc3c(=O)n(Cc4ccc(C)cc4)cnc32)c1	7	5	0	4	-7	1	0	2	1
CCOc1ccc(-n2nnnc2SCC(=O)NC2CCCC2)cc1	9	5	-5	6	6	-1	9	4	7
CCOc1ccc(NC(=O)Cn2nnc(-c3ccccc3NC(=O)CC)n2)cc1	-12	-1	-2	-2	9	-5	-2	-2	-10
Oc1ccccc1C=Nc1ccccc1-c1nc2ccccc2[nH]1	-7	2	1	4	-2	6	1	-15	-8
Cn1c(/C=C/c2ccc(Cl)cc2)nc2ccccc2c1=O	4	-3	4	1	-7	1	-9	3	4
Cc1ccc(S(=O)(=O)Nc2ccc3c(c2)C(=O)N([C@H](C)CO)C[C@H](C)[C@@H](CN(C)C(=O)Nc2ccc4c(c2)OCO4)O3)cc1	14	nt	nt	14	12	13	6	nt	nt
O=S(=O)(Cc1ccccc1)Nc1cccc(F)c1	5	-3	2	2	3	2	2	-2	-2
COc1ccc2[nH]c3c(=O)n(/N=C/c4ccc(OC)c(CN5CCCC5)c4)c(C)nc3c2c1	0	6	7	4	27	1	3	2	0
CC(=O)C(Cc1ccccc1)NC(=O)CN1c2cccc3cccc(c23)S1(=O)=O (centres undefined)	0	-2	-4	3	2	10	6	nt	-4
Cc1cc(C)n(C(=O)COc2ccccc2C)n1	-1	-1	-2	2	-1	4	4	2	3
CCNC(=S)Nc1ccc(OCC)cc1	0	4	3	1	-11	-11	5	-2	5
CCCOC1CCCN(C(=O)c2cc(COc3c(F)cccc3F)on2)C1 (centres undefined)	2	5	1	-1	0	4	8	-13	3
O=C(CCCn1cnc2ccccc2c1=O)Nc1ccccc1F	1	1	-1	3	-4	6	5	0	-8
O=S(=O)(NCCCN1CCOCC1)c1ccc2ccccc2c1	-1	1	2	6	-1	3	-2	-17	-8
C/C(CCc1oc2ccc(Cl)cc2c1-c1ccc(C)o1)=N\O	8	-4	1	4	-7	4	9	-18	-17
Cc1cccc(NC(=O)c2nc[nH]c2C(=O)N[C@@H](CCCCNC(=O)OC(C)(C)C)C(=O)OC(C)(C)C)c1	-28	-49	-27	-13	11	-16	3	3	10

Source: PubChem (The Scripps Research Institute Molecular Screening Center)
